Screening results: PubChem BioAssay, National Center for Advancing Translational Sciences (NCATS)
Nrf2 block: Nrf2 qHTS screen for inhibitors. Potency, µM (highest dose often 46 µM), for inactives: top-dose activity change, negative = inhibition, actives largely listed as inhibitors. A549 ARE-Fluc reporter, luciferase luminescence, 18-24 h. 360,000 compounds, 2.1% hits; note: % is set by controls: 0 for no effect and ±100 for the full control effect; nearly all actives have a fitted effect of over 60% in size
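Cells were seeded and rested 2 h, then exposed to compounds for 18-24 h. CellTiter-Fluor was read first as a viability measure. BugLite was added 15 min before the final luminescent read of ARE-luciferase activity in A549 cells.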
S2 tox: Viability Counterscreen for Primary qHTS for Inhibitors of ATXN expression | S2 cells (HEK-293 line with an ATXN2-luciferase reporter) viability, CellTiter-Fluor protease fluorescence, 24 h | 400,000 compounds, 0.49% hits | AID 651635, 2014 | Potency, µM (top dose mostly 56.7 µM), actives largely listed as cytotoxic; note: nearly all actives have a fitted effect of over 40% in size
HepG2 tox: qHTS for Inhibitors of TGF-b: Cytotox Counterscreen; Potency, µM (doses to about 46.1 µM), inactives show at the top dose activity change, negative = cytotoxicity, actives largely listed as cytotoxic; 410,000 compounds, 0.76% hits; HepG2 CAGA-GFP viability, ATP luminescence, 18 h; note: some results filed as inactive show a strong effect at the top dose
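CellTiter-Glo luminescence gave cytotoxicity after 18 hours at 37 degrees C. The cells were HepG2 CAGA-GFP in 1% FBS DMEM, stimulated with 500 pg/mL TGF-beta after compound addition. %Activity was normalised to no-cell wells (complete cell-killing) and DMSO (no toxicity), and curves were fitted and classified.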
ATXN2 expr inh: Primary qHTS for Inhibitors of ATXN expression. HEK-293 ATXN2-luciferase reporter, luminescence, 24 h. Potency, µM (highest dose often 57 µM), for the others: top-dose activity change, negative = inhibition, hits mostly inhibitors. 360,000 compounds, 0.72% hits. AID 1745845, 2022; note: % is set by controls: 0 for no effect and ±100 for the full control effect; nearly all actives have a fitted effect of over 55% in size
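qHTS (up to 57 uM final) was run with 24 h compound exposure of reporter cells at 37 °C. Each well was multiplexed: SteadyGlo luminescence measured ATXN2-luciferase expression after a fluorogenic Gly-Phe-AFC viability readout (25 uM final).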
Nrf2 ARE act: qHTS of Nrf2 Activators; 410,000 compounds, 0.31% hits; Potency, µM (doses to about 46.1 µM), for inactives: at the highest dose activation, usual class: activators; AREc32 ARE-luciferase reporter (MCF7-derived line), luminescence, 24 h; note: % of control where 0% means no effect; nearly all actives have a fitted effect of over 65% in size
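AREc32_Fluc, 1000 cells/well, OPTI-MEM + 5% FBS, o/n 37 deg C 5% CO2; 23 nL cpd by pin tool, 24 hr; Steady-Glo 30 min RT, luminescence.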
A549 viability: Nrf2 qHTS screen for inhibitors: counterscreen for cytotoxicity; A549 ARE-Fluc cells, CellTiter-Fluor viability, 18-24 h; Potency, µM (doses to about 46 µM), for the others: at the top dose activity change, negative = cytotoxicity, usual class: inhibitors; 390,000 compounds, 0.16% hits; AID 504648, 2011; note: % is set by controls: 0 for no effect and ±100 for the full control effect
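A549 ARE-Fluc cells in 5% FBS OPTI-MEM, 5000 cells/well, rested 2 h then exposed to compounds in concentration-response for 18-24 h at 37 °C. Viability by CellTiter-Fluor fluorescence (Ex 405/Em 525) after 30 min; luciferase luminescence (BugLite, 15 min, RT) read afterwards.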
MCF10A rereplic: A quantitative high throughput screen for small molecules that induce DNA re-replication in MCF 10a normal breast cells | MCF 10A DNA re-replication, Hoechst nuclear intensity, 48 h | Potency, µM (top dose mostly 46.1 µM), without a hit: at the top dose activity, positive = re-replication, most hits filed as activators | 350,000 compounds, 2.9% hits | AID 624296, 2012; note: % of control where 0% means no effect; nearly all actives have a fitted effect of over 50% in size
EPAC2 antag: qHTS for Antagonist of cAMP-regulated guanine nucleotide exchange factor 2 (EPAC2): primary screen; Rap guanine nucleotide exchange factor 4 (Homo sapiens), Q8WZA2; EPAC2 GEF exchange of Rap1B-BODIPY-GDP, fluorescence; Potency, µM (series often up to 114 µM), for inactives: at the top dose activity, negative = inhibition, usual class: inhibitors; 360,000 compounds, 0.18% hits; AID 720708, 2013; note: % is set by controls: 0 for no effect and ±100 for the full control effect; nearly all actives have a fitted effect of over 45% in size; many of its hits are not listed in these tables
Target sequence (Q8WZA2 whole entry, looked up): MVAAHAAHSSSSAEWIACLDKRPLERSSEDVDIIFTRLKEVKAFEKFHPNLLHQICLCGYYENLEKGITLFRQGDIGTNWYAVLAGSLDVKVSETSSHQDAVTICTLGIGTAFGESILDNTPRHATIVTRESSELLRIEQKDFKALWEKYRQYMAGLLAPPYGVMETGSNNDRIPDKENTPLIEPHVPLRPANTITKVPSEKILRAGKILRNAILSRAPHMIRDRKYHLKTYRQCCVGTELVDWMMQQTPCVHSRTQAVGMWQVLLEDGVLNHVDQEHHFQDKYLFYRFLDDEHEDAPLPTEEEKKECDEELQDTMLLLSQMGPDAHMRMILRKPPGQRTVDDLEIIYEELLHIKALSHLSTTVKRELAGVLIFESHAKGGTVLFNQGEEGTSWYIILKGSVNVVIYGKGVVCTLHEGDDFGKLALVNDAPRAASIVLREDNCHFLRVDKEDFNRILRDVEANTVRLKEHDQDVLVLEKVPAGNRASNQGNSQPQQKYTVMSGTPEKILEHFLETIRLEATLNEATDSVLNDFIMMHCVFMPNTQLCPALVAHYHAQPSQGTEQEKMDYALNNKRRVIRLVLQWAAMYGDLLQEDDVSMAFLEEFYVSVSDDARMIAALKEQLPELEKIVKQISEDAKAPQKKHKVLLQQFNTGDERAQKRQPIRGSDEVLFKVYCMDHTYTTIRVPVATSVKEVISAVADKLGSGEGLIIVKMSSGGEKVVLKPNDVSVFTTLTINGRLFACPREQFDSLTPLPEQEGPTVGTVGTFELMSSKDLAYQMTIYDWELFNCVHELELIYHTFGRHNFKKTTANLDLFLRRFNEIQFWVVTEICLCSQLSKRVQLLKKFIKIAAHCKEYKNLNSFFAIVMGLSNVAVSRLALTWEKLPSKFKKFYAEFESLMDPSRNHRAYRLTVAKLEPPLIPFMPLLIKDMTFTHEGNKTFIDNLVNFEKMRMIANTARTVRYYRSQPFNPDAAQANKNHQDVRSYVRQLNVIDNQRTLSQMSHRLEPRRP
TGFb SMAD3 inh: qHTS for Inhibitors of TGF-b | HepG2 CAGA-GFP TGF-b/SMAD3 reporter, GFP fluorescence, 18 h; TGF-beta stimulated, 500 pg/mL final | AID 588855, 2011 | 410,000 compounds, 1.2% hits | Potency, µM (doses to about 46.1 µM), without a hit: top-dose activity, negative = inhibition, actives largely listed as inhibitors; note: % is set by controls: 0 for no effect and ±100 for the full control effect; nearly all actives have a fitted effect of over 65% in size
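Inhibition was scored as loss of TGF-beta-induced (500 pg/mL final, 18 hours, 37 degrees C) GFP in HEPG2 cells carrying a CAGA-GFP reporter, in DMEM with 1% FBS. Well GFP was summed per cell; Activity was normalised to unstimulated and stimulated DMSO wells, then concentration-response fitting.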
* = called active by the depositor; i = inactive; ? = inconclusive; nt = no result given; & = joins results of further samples; [ ] = another dose, or the depositor's remark. Calls come from the whole dose curve; as a rule, active = well fitted curve in the direction sought with a large enough effect; inconclusive = small, poorly fitted or top-dose-only effect, or another doubt; inactive = no such curve, though single readings can be large; an effect the other way counts as inactive or inconclusive. Potency is the fitted concentration of half-maximal effect. An excerpt; rates above refer to the full screens.

SMILES	Nrf2 block	S2 tox	HepG2 tox	ATXN2 expr inh	Nrf2 ARE act	A549 viability	MCF10A rereplic	EPAC2 antag	TGFb SMAD3 inh
CC(C)(C)S(=O)N1Cc2cc(C(=O)N3CCc4ccccc4C3)nc(-c3cccc(-c4ccncc4)c3)c2[C@H]1CCO (some centres not stated)	nt	i	-11%	0%	4.3%	nt	nt	8%	?
Cc1onc(-c2ccccc2Cl)c1C(=O)NNC(=O)c1ccccc1F	10%	i	-12%	3%	-0.1%	2%	4%	5%	-6%
Cc1cc(C)c(S(=O)(=O)NCc2cccnc2)c(C)c1	-5%	i	-4%	0%	-3.3%	-10%	-11%	-7%	3%
Cc1ccc(-c2csc3ncn(CC(=O)O)c(=O)c23)cc1C	-12%	i	-9%	3%	-0.1%	-15%	0%	0%	-17%
O=C(c1cccs1)N(Cc1ccco1)C1CCS(=O)(=O)C1 (configuration not stated)	1%	i	6%	4%	0.2%	0%	-6%	3%	0%
c1ccc(CNc2ncnc3sccc23)cc1	10%	i	-38%	nt	4.0%	-6%	-4%	-2%	-23%
Nc1ncnc2c1nc(SCCO)n2Cc1ccccc1	?	i	-1%	0%	-0.2%	0%	0%	6%	7%
CCOC(=O)c1[nH]c(C)c(C(=O)NC2CCN(C(=O)OCC)CC2)c1C	3%	i	9%	5%	0.3%	1%	8%	8%	-20%
CCN(CC)C(=O)CSc1nnc(-c2ccc(S(=O)(=O)N3CCOCC3)cc2)n1C	2%	i	24%	5%	-0.1%	1%	-2%	-1%	18%
COc1ccc(NC(=S)N/N=C2\CC(C)(C)Oc3ccc(OC)cc32)cc1	-2%	i	2%	-7%	-0.2%	-1%	5%	-1%	-13%
CC(=O)N1CCc2cc(S(=O)(=O)NC(CC(C)C)C(=O)Nc3cc(C)cc(C)c3)ccc21 (configuration not stated)	?	i	10%	10%	0.1%	7%	nt	nt	-14%
CCCCN1C(C(=O)Nc2cc(C)on2)=C(O)c2ccccc2S1(=O)=O	-6%	nt	0%	7%	-0.7%	-11%	-10%	6%	1%
CC(=O)NCCNC(=O)C1(C)Cc2c(-c3cccc(NC(C)=O)c3)ccnc2O1 (configuration not stated)	nt	i	2%	5%	-0.1%	nt	nt	3%	2%
O=C(CN1CCC(NC(=O)Nc2ccccc2-c2ccccc2)CC1)NCc1ccco1	5%	i	-15%	-11%	-1.0%	-17%	13%	-2%	1%
Cc1ccc(S(=O)(=O)/N=C(/Nc2cccc(O)c2)c2ccccc2)cc1	-26%	i	-39%	-17%	0.3%	-2%	6%	0%	-18%
Cc1ccc(S(=O)(=O)C2(C(=O)N(C)C3CCCCC3)CC2)cc1	nt	i	-11%	-3%	-0.1%	15%	-5%	-2%	-6%
CCCCCCNc1ccc(C(=O)OCC)cc1	nt	i	-54%	37%[activator]	4.7%	nt	nt	-17%	-27%
O=C(Nc1ccccc1N1CCN(C(=O)c2ccccc2)CC1)c1ccc2c(c1)OCO2	-16%	i	-21%	-24%	0.3%	-6%	4%	6%	0%
CC(C)(C)NC(=O)CN(CCN1CCOCC1)C(=O)CNS(=O)(=O)c1ccccc1	10%	i	7%	0%	-0.1%	3%	1%	9%	-16%
COc1cc(/C=N/Nc2ccccc2)ccc1OC(=O)c1cccs1	3%	i	6%	38%[activator]	3.7%	1%	-5%	2%	0%

The closing 2 entries of the section before are carried over, then new ones follow:
SMILES	Nrf2 block	S2 tox	HepG2 tox	ATXN2 expr inh	Nrf2 ARE act	A549 viability	MCF10A rereplic	EPAC2 antag	TGFb SMAD3 inh
CC(C)(C)NC(=O)CN(CCN1CCOCC1)C(=O)CNS(=O)(=O)c1ccccc1	10%	i	7%	0%	-0.1%	3%	1%	9%	-16%
COc1cc(/C=N/Nc2ccccc2)ccc1OC(=O)c1cccs1	3%	i	6%	38%[activator]	3.7%	1%	-5%	2%	0%
CCC(=O)N1CCCc2cc(S(=O)(=O)N3CCC(C(=O)Nc4cccc(Cl)c4)CC3)ccc21	nt	nt	-39%	nt	3.7%	1%	nt	nt	?
CC(=O)CC(=O)NC1C2CC3CC(C2)CC1C3 (configuration not stated)	15%	i	1%	1%	-0.7%	-2%	0%	2%	18%
COc1ccc(CNC(=O)C(Cc2ccccc2)n2cccc2)cc1 (configuration not stated)	-12%	i	2%	4%	-0.1%	1%	-1%	-10%	2%
CCC(=O)Oc1c(S(=O)(=O)c2ccc(C)cc2)c(C)nn1C(C)(C)C	nt	i	-22%	-14%	0.3%	?	5%	-15%	-13%
O=C(NC1CCCCCCC1)C1CCN(S(=O)(=O)N2CCC3(CC2)OCCO3)CC1	5%	?	0%	-1%	-0.2%	-4%	2%	-2%	-2%
O=C(NCC(=O)N1CCN(C(c2ccccc2)c2ccccc2)CC1)c1ccccc1F	28%	i	-13%	-14%	3.9%	1%	8%	-1%	19%
O=C(Nc1nc2ccc(S(=O)(=O)N3CCOCC3)cc2s1)c1cccs1	?	?	6%	31%	4.3%	-4%	?	4%	-1%
COc1cc(O)c(C(CC(=O)N2CCCC2)c2ccc(N(C)C)cc2)c(OC)c1 (configuration not stated)	21%&3%	i	14%&3%	12%	2.7%	-1%&-6%	4%	-5%	-10%&2%
CCCCNC(=O)CCn1c(=O)c2cccn2c2ccc(F)cc21	-17%&11%	i	6%&-15%	4%	0.1%&6.3%	3%&-6%	?	4%	0%&0%
CCCc1cc(C(=O)Nc2cccc(Cl)c2C)no1	?	i	-12%	18%	5.7%	1%	-10%	-8%	-3%
Cc1cc(C(=O)COc2ccc(Br)cc2F)c(C)n1C1CC1	?	i	-5%	4%	0.6%	-3%	-2%	-8%	-17%
Cc1[nH]c(C)c(S(=O)(=O)N2CCCCC2)c1C(=O)N1CCCC1	6%	?	0%	-2%	-0.1%	-1%	1%	11%	0%
COC(=O)c1ccc(-c2cc(CC3(C(=O)OC)CCN(C(=O)OC(C)(C)C)CC3)on2)cc1	-3%	i	-9%	-12%	0.0%	-4%	36%	4%	-2%
CCOC(=O)c1cccnc1NC(=O)c1ccccc1	-7%	i	6%	-6%[11.3 µM]	0.7%	2%	-11%	1%	3%
COc1ccc(OC)c(NC(=O)NNS(=O)(=O)c2ccc(C)cc2C)c1	0%	i	-14%	9%	-0.4%	-4%	0%	14%	0%
Cc1nncn1-c1ccc(C(=O)Nc2cc(F)ccc2F)cc1	nt	i	4%	11%	-1.1%	6%	nt	nt	?
O=C(Cn1cccc1C(=O)c1ccccc1)NCc1ccc2c(c1)OCO2	14%	i	0%	34%	2.0%	2%	0%	-2%	7%
CCCCOc1ccc(C(=O)Nc2ccc3c(c2)OCO3)cc1	0%	?	11%	nt	4.3%	-2%	?	4%	24%
O=C(NCc1ccc(Cl)cc1)C1=Cc2cc(Br)ccc2OC1	nt	?	-33%	?	0.2%	2%	nt	nt	?
Cc1ccc(C(=O)NCC(=O)OC(C)C(=O)Nc2ccccc2[N+](=O)[O-])s1 (configuration not stated)	-6%	i	2%	3%	-0.4%	2%	10%	-6%	-4%
Cc1cc(C)c(OCCN2C(=O)NC(C)(C)C2=O)c(Cl)c1	6%	nt	1%	nt	-0.8%	0%	6%	0%	-19%
O=C(CCn1c(=O)sc2ccccc21)Nc1nc2ccccc2s1	-1%	?	-2%	0%	3.8%	-2%	-2%	4%	0%
O=C(NC(c1ccccc1)c1ccccc1)C1CCCO1 (configuration not stated)	-10%	i	1%	-6%	0.1%	-4%	-3%	-19%	-2%
CN(CC(=O)Nc1cccc(F)c1)C(=O)c1cc(S(=O)(=O)N2CCCCC2)ccc1N1CCOCC1	-1%	i	-6%	19%	-0.8%	1%	-2%	-1%	6%
Cc1nn(C)c(Cl)c1CN1CCCC(CO)(Cc2ccccc2)C1 (configuration not stated)	-8%	i	-8%	-25%	-0.4%	19%	0%	-2%	-11%
COc1cc(C)ccc1OCC(=O)OCC(=O)c1cc(C)n(CC2CCCO2)c1C (configuration not stated)	12%	i	10%	6%	-0.3%	1%	-3%	-7%	4%
COc1ccc(-c2cc(C)no2)cc1S(=O)(=O)N(C)Cc1ccco1	-5%	i	-10%	nt	-0.9%	-7%	5%	-6%	1%
COc1ccc2c(c1)c1nnc(SCC(=O)Nc3ccccc3F)nc1n2C	0%	?	-2%	?	3.4%	0%	1%	1%	-2%
COc1ccc(CCNC(=O)c2cc(-c3cc(C)ccc3O)n[nH]2)cc1OC	-9%	i	-6%	8%	4.3%	2%	?	-10%	-14%
O=C1c2ccccc2C(Nc2ccc(S(=O)(=O)N3CCOCC3)cc2)N1Cc1ccco1 (configuration not stated)	2%	i	-5%	-20%	7.9%	2%	1%	4%	1%
CC(=O)Nc1ccc2nc(SCCOc3cc(C)cc(C)c3)sc2c1	?	i	-24%	-15%	-0.5%	14%	nt	nt	-6%
O=c1[nH]c2ccsc2c(=O)n1-c1ccc(F)cc1	-5%	i	8%	-1%	-0.9%	-4%	1%	4%	17%
Cc1csc(NC(=O)Cc2c(F)cccc2Cl)n1	?	i	-10%	30%	2.0%	-6%	?	-7%	-2%
O=C(CCn1c(=O)c2cccn2c2cccnc21)Nc1ccccc1C(F)(F)F	-10%	nt	4%	nt	4.0%	-2%	nt	nt	-19%
O=C(c1cc2ccccc2oc1=O)N1CCN(C(=O)C2CCCO2)CC1 (configuration not stated)	9%	i	7%	2%	-0.3%	-10%	?	9%	4%

For convenience, two of the compounds above.
SMILES	Nrf2 block	S2 tox	HepG2 tox	ATXN2 expr inh	Nrf2 ARE act	A549 viability	MCF10A rereplic	EPAC2 antag	TGFb SMAD3 inh
Cc1cc(C)c(OCCN2C(=O)NC(C)(C)C2=O)c(Cl)c1	6%	nt	1%	nt	-0.8%	0%	6%	0%	-19%
O=C(CCn1c(=O)sc2ccccc21)Nc1nc2ccccc2s1	-1%	?	-2%	0%	3.8%	-2%	-2%	4%	0%
